PAX8 reporter: lowers PAX8-driven luciferase in RMG-I cells. inhibition, % at 12.6 µM. 360,000 tested, 1.2% active. AID 652154. RMG-I TPO-luciferase reporter, SteadyGlo, 24 h;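 active means mean replicate inhibition at least 60% with every replicate also reaching 60%; inconclusive means only one of the two criteria is met; inactive means mean below 60% and not all replicates reaching 60%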;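 further: luciferase light reporting Pax8 driven TPO promoter activity; plate controls were median of neutral control wells for no effect and mitoxantrone controls for full effect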
DENV2 CPE: protects cells from dengue virus 2 cytopathic effect; AID 651640; DENV2-infected cells, cytopathic effect rescue, plate reader; 350,000 tested, 1.7% active; CPE inhibition, % at 9.99 µM; in the data active means CPE inhibition above about 20%, passing the limit was not always enough; inconclusive means no clear call, values can overlap the other calls; tested in BHK-21 cells;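 further: 0% = median of neutral control wells and 100% = median of positive control wells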
EWS-Fli block: EWS/Fli transcriptional activity inhibition; A673 NR0B1-luciferase reporter, viability-normalised; inhibition, % at 12.6 µM; 350,000 tested, 0.67% active;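 active means mean inhibition of at least 50% after viability correction, with every replicate also passing that limit; inconclusive means mean reaches 50% but only one of two replicates passes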;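 further: firefly luciferase signal divided by Alamar Blue viability fluorescence both relative to DMSO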
INS-1E GSIS act: GLuc luminescence reporter in INS-1E cells, primary screen for activators of glucose-dependent secretion of insulin | 370,000 tested, 0.61% active | INS-1E GLuc reporter insulin secretion, 2-3 h | activation, % at 16.6 µM;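 active means lowest replicate activation of at least 40%, so every replicate reaches that level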;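 further: 0% = median of neutral control wells and 100% = median of IBMX positive control wells; some compounds called inactive have numbers as strong as hits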
FN deposit inh: fibronectin deposition inhibition; AH1F fibroblasts, Alexa488-fibronectin deposition fluorescence, overnight; inhibition, % at 12.6 µM; 350,000 tested, 0.086% active; AID 743247;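 active means mean inhibition across replicates of 30% or more, regardless of how many single replicates reach that level; inconclusive means mean under 30% yet at least half of replicates reach 30%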;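 further: positive control wells lacked labelled fibronectin entirely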
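Schedule: 1 h cell adhesion before compound, then overnight fibronectin incubation; test system: AH1F fibroblast monolayer depositing Alexa488-labelled fibronectin into matrix; quantity: 10000 AH1F cells per well; probe or stimulus: fluorescent fibronectin at 24 nM final; signal: fluorescence, ex 485 nm, em 525 nm; evaluation: percent inhibition as loss of matrix-bound fibronectin fluorescence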
F508del corr: correctors of CFTR F508del function in bronchial epithelial cells | AID 720511 | 350,000 tested, 0.36% active | activity (quench increase), % at 7.58 µM | CFBE cells, YFP halide quenching; stimulated with forskolin plus potentiator P3; % fluorescence drop versus neutral controls;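 active means mean added fluorescence quench of at least 8% versus neutral control, with both replicates also reaching 8%; inconclusive means only one of the mean or replicate conditions met; inactive means mean below 8% and not both replicates reaching 8%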;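 further: cells transiently co-express mutant CFTR-F508del with the halide-sensitive YFP; corrector assay measuring rescue of mutant channel to the surface after 24 h compound exposure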
miR122 inh: inhibitors of miR-122 in Huh7 cells; Huh7 miR-122 Renilla luciferase sensor, 48 h; neutral wells = 0, positive control = 100; activation (reporter increase), % at 12.5 µM; 340,000 tested, 0.3% active;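 active means mean replicate activation score at least 90 and every replicate individually at or above 90; inconclusive means only one of the two criteria met; inactive means neither criterion met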;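 further: higher luciferase means less miR-122 activity so hits act as miR-122 inhibitors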
Numbers without * were called inactive; u = inconclusive; x = not tested or not shown; [ ] = dose if it differs, or a comment.

item	Molecule	PAX8 reporter	DENV2 CPE	EWS-Fli block	INS-1E GSIS act	FN deposit inh	F508del corr	miR122 inh
1	COc1cc(C(O)CO)ccc1O (centres undefined)	-9	4	-2	x	2	3.0	2
2	Cc1cc(C)c(O)c(C(=O)CC2CC(=O)NC(=O)C2)c1	x	-11	4	-28	x	6.4	x
3	CC(Sc1nnc(CNC(=O)c2ccccc2F)n1C)C(=O)Nc1nccs1 (centres undefined)	5	-1	-1	52	1	0.1	-10
4	CCCCN(C(=O)CSc1nc(CCC)cc(=O)[nH]1)c1c(N)n(Cc2ccccc2)c(=O)[nH]c1=O	3	-2	-9	x	-9	6.5	0
5	CN(C)C(CNC(=O)Cc1cccc(C(F)(F)F)c1)c1ccccc1 (centres undefined)	6	10	-2	-9	-4	-1.0	0
6	CCOc1cccc(/C=N/N2C(=O)CSC2=S)c1O	-10	-6	4	5	8	-1.1	x
7	N#C/C(=C\c1ccc2c(c1)OCCO2)C(=O)Nc1ccc(C(=O)O)cc1	-50	12	-39	x	1	1.3	-1
8	COc1cc2c(c(OCC(=O)NC(C)C)c1)C(=O)O[C@@H](C)CCCC(=O)CCCCC2	12	-3	4	-4	-2	-0.9	-1
9	COC(=O)c1ccc(NC(=O)CN2CCN(S(=O)(=O)c3ccc(Br)cc3)CC2)cc1	-14	0	x	-16	-15	-0.6	-10
10	C[C@H]1CN([C@@H](C)CO)C(=O)Cc2cc(NS(=O)(=O)c3cccs3)ccc2O[C@H]1CN(C)S(=O)(=O)c1cccs1	-6	x	3	-7	x	-3.3	1[16.7 µM]

One compound at a time, from the list above. Order of values: PAX8 reporter	DENV2 CPE	EWS-Fli block	INS-1E GSIS act	FN deposit inh	F508del corr	miR122 inh
CC(Sc1nnc(CNC(=O)c2ccccc2F)n1C)C(=O)Nc1nccs1 (centres undefined) in the list: 5	-1	-1	52	1	0.1	-10
C[C@H]1CN([C@@H](C)CO)C(=O)Cc2cc(NS(=O)(=O)c3cccs3)ccc2O[C@H]1CN(C)S(=O)(=O)c1cccs1 in the list: -6	x	3	-7	x	-3.3	1[16.7 µM]
Cc1cc(C)c(O)c(C(=O)CC2CC(=O)NC(=O)C2)c1 in the list: x	-11	4	-28	x	6.4	x

(more compounds)
item	Molecule	PAX8 reporter	DENV2 CPE	EWS-Fli block	INS-1E GSIS act	FN deposit inh	F508del corr	miR122 inh
11	O=C(NC[C@H]1N[C@H](CO)[C@@H]1c1ccc(C2=CCCCC2)cc1)C1CCCC1	x	-10	x	7	x	-0.9	x
12	O=C(Nc1cccc([N+](=O)[O-])c1)c1[nH]ncc1Cl	26	-8	-93	29	-3	-3.5	0
13	COC/C=C/C1=CC2=CC(=O)C(C)(OC(=O)c3cnc4ccccc4n3)C(=O)C2=CN1C(CO)CO (centres undefined)	-9	31*	-17	11	-20	-1.7	-5
14	COCc1cn(CC[C@H]2CC[C@H](NC(=O)c3ccncc3)[C@@H](CO)O2)nn1	3	1	-8	1	17	4.0	x
15	N#Cc1ccc(-c2ccc([C@H]3[C@H](CO)N4CCCCN(S(=O)(=O)c5ccccc5)C[C@@H]34)cc2)cc1	-35	34*	0	-24	x	1.6	9[16.7 µM]
16	Cc1ccccc1NC(=O)C(C)OC(=O)C1CCCO1 (centres undefined)	-2	-5	-9	-7	9	-3.2	0
17	CC(C)Oc1cccc(C(=O)Nc2ccc(N3CCN(S(C)(=O)=O)CC3)cc2)c1	-6	x	x	2	1	x	1
18	CCOC(=O)N1CCN(c2c(NCc3ccccc3Cl)c(=O)c2=O)CC1	18	-2	-3	9	1	5.2	-12
19	COCCNC(=S)N1CCN(C(c2ccccc2)c2ccccc2)CC1	1	u	x	-19	-3	-0.8	x
20	C#CCCOC(=O)N1C2=NC(C(=O)OC)=C(C(=O)OC)[C@@H]3N(CC=C)c4ccccc4[C@]23C[C@H]1C(=O)OC	-19	10	1	-12	-8	5.9	5

item	Molecule	PAX8 reporter	DENV2 CPE	EWS-Fli block	INS-1E GSIS act	FN deposit inh	F508del corr	miR122 inh
21	CC(C)C#Cc1ccc([C@H]2[C@H](CO)N3C(=O)CN(C(=O)NC4CCCC4)C[C@@H]23)cc1	5	-2	-6	-2	-18	0.3	x
22	CC(=O)c1cccc(NC(=O)Nc2ccccc2)c1	-61	2	-67	-3	8	-0.9	-2
23	CCCN(C)C[C@H]1Oc2ncc(-c3ccccc3F)cc2C(=O)N([C@@H](C)CO)C[C@H]1C	x	-2	1	14	x	-5.6	8[16.7 µM]
24	Cc1cccc(NS(=O)(=O)c2ccc(C(=O)NCCCN3CCCC3=O)cc2)c1C	11	-2	4	13	6	0.8	-3
25	COc1ccc(S(=O)(=O)N2CC[C@H]3[C@@H](CO)N(C)c4ccc(-c5ccc(F)cc5)cc4[C@H]32)cc1	-1	-29	-9	-4	8	1.8	2[16.7 µM]
26	CC(=O)c1cccc(NC(=S)N2CCN(c3ccccn3)CC2)c1	-2	-14	-2	-9	6	1.0	-1
27	Cc1ccc(C(c2sc3ncnn3c2O)N2CCCCC2)cc1 (centres undefined)	-33	9	-5	x	-1	1.9	-3
28	CN(Cc1cn(C)nc1-c1ccccc1F)CC1CCN(Cc2ccccc2)CC1	12	2	10	-2	0	-0.9	0
29	Cc1noc(C)c1S(=O)(=O)N(C)C[C@@H]1Oc2ccc(NC(=O)NC3CCCCC3)cc2CC(=O)N([C@@H](C)CO)C[C@@H]1C	-5	0	-4	-10	1	-2.8	7[16.7 µM]
30	COCC#Cc1ccc2c(c1)O[C@H](CN(C)S(=O)(=O)c1cccc(OC)c1)[C@H](C)CN([C@@H](C)CO)S2(=O)=O	8	14	7	-10	2	x	10[16.7 µM]

item	Molecule	PAX8 reporter	DENV2 CPE	EWS-Fli block	INS-1E GSIS act	FN deposit inh	F508del corr	miR122 inh
31	O=C(Nc1cccc(-c2cccc(Cl)c2)c1)C1CCN(CC2CCOC2)CC1 (centres undefined)	6	0	x	-33	3	0.6	x
32	Cc1cc(C)c(S(=O)(=O)c2ccc(Cl)cc2C)c(Cl)n1	20	4	-7	2	-6	-0.6	x
33	CCC(C)NC(=O)c1ccc2nc(-c3ccc(OC)c(OC)c3)c(-c3ccc(OC)c(OC)c3)nc2c1 (centres undefined)	-7	-4	-1	-22	-6	x	x
34	CCN(C(=O)COC(=O)/C=C/c1ccco1)C1CCCCC1	-4	8	-3	-6	7	-0.1	x
35	O=C(c1cc2nc(-c3ccccc3)cc(C(F)(F)F)n2n1)N1CCOCC1	x	x	-49	7	x	-1.5	3
36	CCc1nnc(NC(=O)C(c2ccccc2)c2ccccc2)s1	16	2	4	103*	2	-2.5	x
37	Brc1ccccc1OCCCN1CCCCCC1	-24	0	2	-4	13	0.6	x
38	CCC(=O)N1CCc2cc(S(=O)(=O)CCC(=O)NCc3ccc(OC)cc3)ccc21	-4	-1	1	-19	15	-3.1	-10
39	O=c1c2ccccc2nc(/C=C/c2cccc([N+](=O)[O-])c2)n1CCO	12	-1	15	-6	-10	4.9	x

Entries shown so far containing sulfur:
item	Molecule	PAX8 reporter	DENV2 CPE	EWS-Fli block	INS-1E GSIS act	FN deposit inh	F508del corr	miR122 inh
3	CC(Sc1nnc(CNC(=O)c2ccccc2F)n1C)C(=O)Nc1nccs1 (centres undefined)	5	-1	-1	52	1	0.1	-10
4	CCCCN(C(=O)CSc1nc(CCC)cc(=O)[nH]1)c1c(N)n(Cc2ccccc2)c(=O)[nH]c1=O	3	-2	-9	x	-9	6.5	0
6	CCOc1cccc(/C=N/N2C(=O)CSC2=S)c1O	-10	-6	4	5	8	-1.1	x
9	COC(=O)c1ccc(NC(=O)CN2CCN(S(=O)(=O)c3ccc(Br)cc3)CC2)cc1	-14	0	x	-16	-15	-0.6	-10
10	C[C@H]1CN([C@@H](C)CO)C(=O)Cc2cc(NS(=O)(=O)c3cccs3)ccc2O[C@H]1CN(C)S(=O)(=O)c1cccs1	-6	x	3	-7	x	-3.3	1[16.7 µM]
15	N#Cc1ccc(-c2ccc([C@H]3[C@H](CO)N4CCCCN(S(=O)(=O)c5ccccc5)C[C@@H]34)cc2)cc1	-35	34*	0	-24	x	1.6	9[16.7 µM]
17	CC(C)Oc1cccc(C(=O)Nc2ccc(N3CCN(S(C)(=O)=O)CC3)cc2)c1	-6	x	x	2	1	x	1
19	COCCNC(=S)N1CCN(C(c2ccccc2)c2ccccc2)CC1	1	u	x	-19	-3	-0.8	x
24	Cc1cccc(NS(=O)(=O)c2ccc(C(=O)NCCCN3CCCC3=O)cc2)c1C	11	-2	4	13	6	0.8	-3
25	COc1ccc(S(=O)(=O)N2CC[C@H]3[C@@H](CO)N(C)c4ccc(-c5ccc(F)cc5)cc4[C@H]32)cc1	-1	-29	-9	-4	8	1.8	2[16.7 µM]
26	CC(=O)c1cccc(NC(=S)N2CCN(c3ccccn3)CC2)c1	-2	-14	-2	-9	6	1.0	-1
27	Cc1ccc(C(c2sc3ncnn3c2O)N2CCCCC2)cc1 (centres undefined)	-33	9	-5	x	-1	1.9	-3
29	Cc1noc(C)c1S(=O)(=O)N(C)C[C@@H]1Oc2ccc(NC(=O)NC3CCCCC3)cc2CC(=O)N([C@@H](C)CO)C[C@@H]1C	-5	0	-4	-10	1	-2.8	7[16.7 µM]
30	COCC#Cc1ccc2c(c1)O[C@H](CN(C)S(=O)(=O)c1cccc(OC)c1)[C@H](C)CN([C@@H](C)CO)S2(=O)=O	8	14	7	-10	2	x	10[16.7 µM]
32	Cc1cc(C)c(S(=O)(=O)c2ccc(Cl)cc2C)c(Cl)n1	20	4	-7	2	-6	-0.6	x
36	CCc1nnc(NC(=O)C(c2ccccc2)c2ccccc2)s1	16	2	4	103*	2	-2.5	x
38	CCC(=O)N1CCc2cc(S(=O)(=O)CCC(=O)NCc3ccc(OC)cc3)ccc21	-4	-1	1	-19	15	-3.1	-10

High-throughput results as filed in PubChem BioAssay.
